Screening data from PubChem BioAssay.
CAL PDZ FP-1: blocks peptide binding to the human CAL PDZ domain; 300,000 compounds, 0.92% hits; Q9HD26; inhibition, % at 24.9 µM; purified CAL PDZ, TMR-peptide fluorescence polarization, 1 h; AID 602252;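 active means mean inhibition of at least 30% with at least half of replicates also reaching 30%; inconclusive means no clear call, values can overlap the other calls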;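 further: 0% = DMSO neutral control and 100% = excess unlabeled competitor peptide PRC23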
PfHsp90 yeast 2: reduces growth (ATP signal) of yeast expressing P. falciparum Hsp90 | S. cerevisiae expressing PfHsp90, BacTiter-Glo ATP, 48 h; yeast lacking PDR1 and PDR3 efflux regulators | inhibition, % at 9.4 µM | 310,000 compounds, 0.32% hits | AID 504621;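 active means every replicate shows inhibition above about 80%, whatever the replicate mean, limit read from the data; inconclusive means mean inhibition reaches the set limit but some replicate falls short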;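 further: 0% = DMSO neutral controls and 100% = 20 µM radicicol positive controls; yeast relying on Plasmodium falciparum Hsp90 in place of its own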
Rtt109 Vps75: blocks Candida albicans Rtt109/Vps75 acetyltransferase activity. Q5AAJ8. purified Rtt109/Vps75, ThioGlo CoA-SH fluorescence, 4 h. inhibition, % at 34.9 µM. 330,000 compounds, 0.16% hits;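 active means inhibition of at least 50% in every replicate; inconclusive means best replicate reaches 50% inhibition but some replicates fall short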
Target sequence (Q5AAJ8 whole entry, looked up): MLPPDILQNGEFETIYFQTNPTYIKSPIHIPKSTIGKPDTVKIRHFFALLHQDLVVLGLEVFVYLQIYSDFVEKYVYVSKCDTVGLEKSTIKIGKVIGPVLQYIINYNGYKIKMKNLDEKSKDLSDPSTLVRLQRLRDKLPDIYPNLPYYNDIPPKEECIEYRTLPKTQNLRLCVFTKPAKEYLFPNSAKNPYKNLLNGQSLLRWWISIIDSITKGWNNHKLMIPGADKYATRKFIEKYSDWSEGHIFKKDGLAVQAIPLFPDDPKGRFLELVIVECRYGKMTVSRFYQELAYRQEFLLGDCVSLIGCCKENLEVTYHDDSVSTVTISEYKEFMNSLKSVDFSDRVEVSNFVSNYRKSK
MITF act: increases MITF-driven TRPM1 promoter luciferase signal. SK-MEL-5 TRPM1-promoter luciferase, 24 h; % of positive control, neutral wells = 0. activation, % at 12.5 µM. 300,000 compounds, 0.75% hits. AID 588334;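 active means mean activation of at least 80% with every replicate also reaching 80%; inconclusive means mean reaches 80% but some replicate falls short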;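 further: 0% = neutral control wells and 100% = parthenolide positive control wells; values of inactives mirror those of a sister screen read the other way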
CAL PDZ FP-2: human CAL PDZ-peptide interaction inhibition | 330,000 compounds, 0.02% hits | inhibition, % at 20 µM | Q9HD26 | purified CAL PDZ, TMR-peptide fluorescence polarization, 1 h | AID 504414;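 active means highest replicate inhibition of at least 40%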;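 further: plate controls were DMSO neutral control wells for no effect and unlabeled competitor peptide control wells for full effect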
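Assay system – tagged CAL PDZ protein CerCALP, purified · Timing – 1 h at RT · Compound – single point, 20 µM · Measured by – fluorescence polarization from S- and P-plane intensities, G-factor corrected · Evaluation – inhibition from polarization loss · Probe or stimulus – TMR reporter peptide T*-PRC34 · Buffer or medium – pH 7.4 phosphate-saline buffer, reducing agent, detergent, IgG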
SR-BI DiI-HDL act: enhances SR-BI lipid uptake from DiI-HDL; CHO ldlA[mSR-BI] cells, DiI-HDL uptake fluorescence, 3 h; 100 = double the neutral-control signal; activation, % at 12.5 µM; 320,000 compounds, 0.096% hits;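 active means mean replicate activation of at least 60% and every replicate at or above 60%; inconclusive means mean or all-replicate condition met, but not both; inactive means mean below 60% and not all replicates reaching 60%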;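 further: 0% = median plate neutral-control signal and 100% = twice that signal; values of inactives mirror those of a sister screen read the other way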
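system = CHO ldlA[mSR-BI] cells, LDL receptor-null, SR-BI overexpressing | medium = Ham's F12 with 0.5% BSA, HEPES 25 mM, pH 7.4 | probe or stimulus = DiI-HDL 10 µg/mL | compound dosing = single-point compound dose | incubation = compound exposure 3 h, 37 °C | technique = DiI fluorescence, bottom read | read-out = cell-associated DiI fluorescence as measure of HDL uptake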
NSD2 HMT inh: inhibitors of human histone methyltransferase NSD2; AID 743445; NSD2 peptide methylation, AlphaScreen, 120 min; O96028; 310,000 compounds, 0.54% hits; inhibition, % at 12.5 µM; in the data active means inhibition above about 50%
SR-BI DiI inh: mouse SR-BI HDL lipid transfer inhibition; Q61009; ldlA[mSR-BI] CHO cells, DiI-HDL uptake fluorescence, 3 h; inhibition, % at 12.5 µM; 320,000 compounds, 0.96% hits; AID 488896;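 active means mean replicate inhibition of at least 70% and a set share of replicates each scoring 70 or more; inconclusive means meets just one of the two criteria; inactive means fails both criteria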;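 further: 0% = median of neutral control wells and 100% = median of positive control wells; values of inactives mirror those of a sister screen read the other way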
PvdQ acylase: P. aeruginosa PvdQ acylase inhibition; purified PvdQ acylase, fluorescence plate reader; inhibition, % at 10 µM; 340,000 compounds, 0.063% hits; AID 488965; in the data active means inhibition above about 30%, passing the limit was not always enough; inconclusive means no clear call, values can overlap the other calls;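 further: 0% = vehicle neutral wells and 100% = reference inhibitor wells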
dFosB activator: enhances mouse delta FosB homodimer DNA binding; P13346; purified delta FosB, TAMRA-CDK5 oligo fluorescence polarization; percent of positive-control signal above neutral wells; activation, % at 25 µM; 340,000 compounds, 0.99% hits;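 active means mean activation above about 17%, with every replicate also reaching it, limit read from the data, passing the limit was not always enough; inconclusive means only one of the two conditions met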;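 further: fluorescence polarization rise as delta FosB binds a TAMRA Cdk5 AP-1 oligo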
Target sequence (P13346 whole entry, looked up): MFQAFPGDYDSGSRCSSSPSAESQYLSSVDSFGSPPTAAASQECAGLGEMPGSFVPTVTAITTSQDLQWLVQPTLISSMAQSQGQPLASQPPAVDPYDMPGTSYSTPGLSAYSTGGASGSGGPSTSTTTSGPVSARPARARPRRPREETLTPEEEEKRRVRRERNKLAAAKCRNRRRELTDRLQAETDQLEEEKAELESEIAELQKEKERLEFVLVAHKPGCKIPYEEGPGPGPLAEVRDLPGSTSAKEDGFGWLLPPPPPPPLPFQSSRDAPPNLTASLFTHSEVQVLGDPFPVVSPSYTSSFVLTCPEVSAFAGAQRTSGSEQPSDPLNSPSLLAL
The depositor's hits bear a star; u = inconclusive; x = not tested or not shown.

SMILES	CAL PDZ FP-1	PfHsp90 yeast 2	Rtt109 Vps75	MITF act	CAL PDZ FP-2	SR-BI DiI-HDL act	NSD2 HMT inh	SR-BI DiI inh	PvdQ acylase	dFosB activator
COc1ccc(C(CC(=O)N2CCCCC2)c2c(O)cc(OC)cc2OC)cc1 (stereo unspecified)	-2.4	x	-7.1	-7.8	0.6	12.7	x	-12.8	-5.4	-5.0
CCCCn1c(NS(=O)(=O)c2ccc(C)cc2)c(S(=O)(=O)c2ccccc2)c2nc3ccccc3nc21	-0.8	-3.0	x	-5.6	-1.1	-4.5	126.6*	4.5	8.5	-1.2
Nc1nnc(-c2cccc(F)c2)s1	x	7.5	7.3	x	-1.1	-4.7	-0.8	4.7	-11.9	1.6
COc1ccccc1CNC(=O)C(=O)NCCC1CCCCN1S(=O)(=O)c1cccs1 (stereo unspecified)	-4.1	-14.0	-0.4	-8.6	-1.8	-9.1	0.8	9.1	-10.7	-22.6
CCCCCCCCCCCCCCCC[n+]1ccc(/C=N/O)cc1	1.9	106.0*	-6.3	-76.2	-1.5	-0.3	x	0.3	-67.8	37.5*
CC(=O)Nc1ccc2c(c1)nc(C)n2-c1ccccc1	0.6	-10.8	-2.0	x	-2.3	13.2	-0.5	-13.2	-12.3	-10.6
O=C(CCl)N1c2ccccc2Oc2ccc3ccccc3c21	x	x	-22.8	-86.6	1.1	-13.2	9.0	13.2	-4.9	-16.7
CC(Sc1nnc(CN2CCCC2)n1Cc1ccccc1)C(=O)Nc1ccc(F)c(F)c1F (stereo unspecified)	x	-3.2	-1.4	-3.0	-0.2	-25.2	34.6	25.1	-10.1	-8.0
CCOc1ccc(NC(=O)CN(C)C(=O)c2cc(S(=O)(=O)N3CCCCCC3)ccc2OC)cc1OCC	-5.8	-1.4	1.4	-6.3	-3.5	-12.3	16.6	12.3	-15.8	-7.4
O=C(NCCc1ccccc1F)C1CCC(=O)N(Cc2ccccc2F)C1 (stereo unspecified)	-6.2	-19.8	-2.4	14.2	0.7	-0.9	2.6	0.9	-6.5	-5.1
Cc1ccc(SCC(=O)NNC(=O)C2CCCCC2)cc1	-2.6	8.7	-0.1	-10.5	-1.9	4.9	-0.5	-4.9	-17.9	-4.9
O=C(CC(=O)NCc1cccnc1)NCc1cccnc1	-4.8	9.0	-23.0	x	-0.6	8.3	2.1	-8.3	-16.1	-1.6
COC(=O)c1c(C(=O)OC)c2cc(C)ccn2c1Cl	-0.8	-3.3	-2.2	-4.9	-0.9	5.8	-6.3	-5.8	-11.9	-3.2
COc1cc(OC)c(OC)cc1CN1CCSCC1	x	14.8	-6.4	-2.9	0.2	18.2	-1.6	-18.2	-20.8	-5.5
Cc1cnc(C(=O)Oc2cccc(Cl)c2Cl)cn1	-7.5	-0.4	10.1	-14.6	-2.9	-0.7	6.9	0.7	10.7	-4.0
CC(=O)N(c1ccc(C)cc1)S(=O)(=O)c1ccc(Cl)cc1	45.9*	-1.6	-10.9	2.7	-0.9	5.8	-1.6	-5.8	-13.4	1.8
CC1CCCC(NC(=O)COC(=O)CCC(=O)c2cccs2)C1C (stereo unspecified)	0.3	0.7	0.7	-8.2	-0.6	2.0	0.4	-2.0	-7.9	-2.6
COc1ccc2cc(C)c3nnc(SCC(=O)Nc4cc(OC)c(OC)cc4C(=O)O)n3c2c1	-2.0	-6.4	-0.3	-13.4	0.3	10.7	2.9	-10.7	u	-0.2
O=C(Nc1cnccn1)c1ccc(Cl)cc1	-12.7	26.0	1.4	30.1	x	14.2	-0.2	-14.2	-2.5	-1.0
CCc1ccc(C(=O)COC(=O)c2cncc(Br)c2)cc1	2.1	0.0	x	-1.1	-1.2	0.8	-4.1	-0.8	-14.8	-4.9
O=C(NCc1cccs1)C1CCCN1C(=O)Nc1ccc(F)cc1 (stereo unspecified)	-2.0	6.8	-2.2	-0.3	-2.7	x	-2.3	x	-20.6	2.7
COc1cc(NC(=S)NC(=O)c2c(OC)cccc2OC)ccc1NC(=O)c1cccs1	-2.7	-2.2	-14.3	-16.9	-0.2	-73.8	-7.1	73.8*	-8.1	0.4
Cc1sc(N)nc1-c1cccs1	x	x	0.8	x	-0.4	12.1	-3.8	-12.1	-13.0	6.9
COc1ccccc1N1CCN(Cc2nnnn2CCc2ccccc2)CC1	-3.6	0.8	x	-6.1	-2.7	-10.5	-1.3	10.5	-6.2	-4.6
COc1ccccc1C(=O)NCC(c1ccco1)N1CCc2ccccc21 (stereo unspecified)	-1.6	x	3.6	-19.5	-3.9	-8.2	1.8	8.2	-9.5	-6.3

3 of the entries above in order of their number in PvdQ acylase, low to high.
canonical_smiles | PvdQ acylase
Cc1ccc(SCC(=O)NNC(=O)C2CCCCC2)cc1 | -17.9
CC(=O)N(c1ccc(C)cc1)S(=O)(=O)c1ccc(Cl)cc1 | -13.4
Cc1sc(N)nc1-c1cccs1 | -13.0

(list continues)
SMILES	CAL PDZ FP-1	PfHsp90 yeast 2	Rtt109 Vps75	MITF act	CAL PDZ FP-2	SR-BI DiI-HDL act	NSD2 HMT inh	SR-BI DiI inh	PvdQ acylase	dFosB activator
COc1ccc(CCC(=O)Nc2ccc3c(c2)OCO3)cc1OC	-6.2	-55.7	-1.6	7.4	-0.6	-25.7	1.5	25.7	-8.5	2.1
CC1(C)C(c2cccs2)=[N+]([O-])C2(CCCCC/C2=N\O)N1O (stereo unspecified)	1.1	-30.0	-12.8	1.9	-0.3	39.9	-1.4	-39.9	-2.0	-6.0
Cc1ccccc1OCc1nnc2c3cnn(C)c3ncn12	-2.8	-17.5	-12.0	89.5*	-0.2	-17.6	x	17.6	-9.2	0.4
Cc1ccc2c(c1)NC(=O)C(CC(=O)NCc1cccnc1)O2 (stereo unspecified)	x	-77.4	1.3	0.3	-0.5	26.1	x	-26.1	-6.6	-0.4
C=CCNC(=O)c1ccccc1NS(=O)(=O)c1ccccc1	-0.9	53.2	0.0	-2.5	-0.7	-5.6	-0.2	5.6	0.3	0.7
Cn1c(=O)n(C)c2cc(/C=N/NC(=S)NCc3ccccc3)ccc21	-3.7	-15.8	16.6	-11.8	-1.9	-7.4	-1.7	7.4	14.5	-3.0
Cc1cccc(NC(=O)Cn2c(=O)n(Cc3ccccc3)c(=O)c3c(C)c(C)sc32)c1	-9.0	-22.7	-8.2	0.4	-0.5	-7.0	-1.9	7.0	-5.0	0.7
O=C(C(=O)N1CCCc2ccccc21)c1cn(CC(=O)N2CCOCC2)c2ccccc12	5.4	x	-17.7	-11.1	-0.2	x	-1.2	x	7.9	-5.0
O=S1(=O)NC(C2CC2c2ccccc2)CCO1 (stereo unspecified)	-1.4	x	4.3	-9.6	-0.3	3.4	x	-3.4	-14.1	4.4
CCOc1ccc(OCC)c(S(=O)(=O)NCCCN2CCOCC2)c1	-0.8	-1.3	-9.0	-8.4	0.0	x	-1.2	x	-18.3	-8.2
Cc1oc(C)c2c(=O)ccc3c(c12)OC(N)=C(C#N)C3c1ccccc1Cl (stereo unspecified)	-5.4	4.3	3.1	3.1	x	-5.4	0.3	5.4	9.8	-12.6
CCOc1ccc(S(=O)(=O)N(CC(=O)NCC2CCCO2)c2ccc(F)cc2)cc1 (stereo unspecified)	2.9	19.8	-11.8	-6.1	-2.4	x	-4.7	x	-15.0	-16.4
CCOC(=O)CCC(=O)Nc1ccc(S(=O)(=O)N2CCCC2)cc1	-0.3	14.9	-6.4	-4.8	-0.8	14.7	-0.4	-14.7	3.0	-3.2
Cn1c(N)c(C(=O)c2cc(-c3ccncc3)nc3ccccc23)c(=O)n(C)c1=O	-1.6	-21.2	2.6	15.3	-0.1	-15.2	1.8	15.2	11.1	-5.7
CN(C)C1=NC[C@H](Cc2ccccc2)N1CCCC1CCCCC1	-8.1	8.8	2.6	1.8	-3.5	-3.4	x	3.4	-24.8	1.9
CCOC(=O)N1CCN(S(=O)(=O)c2ccc3c(c2)OCC(=O)N3)CC1	8.3	-3.9	-4.6	-11.5	-1.4	21.3	4.3	-21.3	2.6	0.1
Nc1ccc(C(O)(C(F)(F)F)C(F)(F)F)cc1	-1.7	x	-9.3	4.5	-0.7	21.0	-1.6	-21.0	3.7	0.1
CCOc1ccc(S(=O)(=O)NCc2cccnc2)cc1C(C)C	-3.5	-1.9	-3.8	-7.9	0.6	15.7	0.9	-15.7	-2.6	-2.0
Cc1ccc(S(=O)(=O)Oc2ccc(C)cc2/C=N/N=C2\NC(=O)C(C)S2)cc1 (stereo unspecified)	2.3	7.8	-7.4	32.3	-2.1	-32.5	35.2	32.5	-6.4	-12.2
O=C(O)CSc1nc2ccccc2c(=O)[nH]1	-2.2	-17.6	6.7	5.2	-1.2	0.9	-2.4	-0.9	-11.7	-5.7
COc1cc(C(=O)NCCN2CCN(C(=O)c3cc(OC)c(OC)c(OC)c3)CC2)cc(OC)c1OC	-1.5	-20.3	-3.7	-6.8	0.5	-69.7	1.1	69.7	-14.5	-5.0
COc1cc(-n2c(=O)c3ccccc3n(CC(=O)c3ccc(Br)cc3)c2=O)cc(OC)c1OC	13.6	9.8	-4.2	6.7	-2.6	x	-2.1	x	-1.6	-6.9
CCC1Nc2ncnc(N3CCOCC3)c2N(Cc2ccc(Cl)cc2)C1=O (stereo unspecified)	-1.9	3.7	-5.5	0.4	-0.5	12.8	x	-12.8	-7.8	-4.2
Cc1ccccc1-n1nnnc1SC(C)C(=O)Nc1ccc(N2CCN(C)CC2)cc1 (stereo unspecified)	0.2	-1.5	2.2	0.4	0.2	9.2	9.9	-9.2	-8.4	2.1
O=C(COc1ccc(S(=O)(=O)NC2CCCC2)cc1)NCC1CCCO1 (stereo unspecified)	-0.3	-11.8	-11.2	-2.5	1.0	-3.4	-4.0	3.4	-6.3	-4.0
CCc1ccc(NC(=O)c2c(Cl)nc(C)c(Cl)c2C)cc1	-0.5	-7.5	-0.2	3.2	-0.1	-21.5	-0.4	21.5	-14.2	-3.1
Cc1ccc(C=NNC(=O)c2cc(-c3cccnc3)nc3ccccc23)o1	-1.9	1.9	-0.2	-21.6	-1.5	-8.6	0.3	8.6	9.2	-3.6

Entries listed above shown as hits in dFosB activator:
SMILES	CAL PDZ FP-1	PfHsp90 yeast 2	Rtt109 Vps75	MITF act	CAL PDZ FP-2	SR-BI DiI-HDL act	NSD2 HMT inh	SR-BI DiI inh	PvdQ acylase	dFosB activator
CCCCCCCCCCCCCCCC[n+]1ccc(/C=N/O)cc1	1.9	106.0*	-6.3	-76.2	-1.5	-0.3	x	0.3	-67.8	37.5*
